# Dyrk1A ADPGlo: inhibitors of rat Dyrk1A kinase. Q63470. ADP-Glo luminescence, NFATc1 peptide. inhibition, % at 12.5 µM. 310,000 tested, 0.43% active. AID 504441; in the data active means inhibition above about 50%;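 further: plate controls were vehicle with enzyme for no effect and no enzyme for full effect; many of its hits are not listed in these tables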
# GSK3 alpha inh: human GSK-3 alpha kinase inhibition; P49840; ADP-Glo luminescence, 60 min; inhibition, % at 10 µM; 320,000 tested, 0.1% active; AID 2650;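 in the data active means inhibition above about 50%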;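 further: GST-tagged GSK-3 alpha with peptide substrate and 25 µM ATP; 0% = DMSO neutral wells and 100% = GW8510 positive control wells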
# Target sequence (P49840 whole entry, looked up): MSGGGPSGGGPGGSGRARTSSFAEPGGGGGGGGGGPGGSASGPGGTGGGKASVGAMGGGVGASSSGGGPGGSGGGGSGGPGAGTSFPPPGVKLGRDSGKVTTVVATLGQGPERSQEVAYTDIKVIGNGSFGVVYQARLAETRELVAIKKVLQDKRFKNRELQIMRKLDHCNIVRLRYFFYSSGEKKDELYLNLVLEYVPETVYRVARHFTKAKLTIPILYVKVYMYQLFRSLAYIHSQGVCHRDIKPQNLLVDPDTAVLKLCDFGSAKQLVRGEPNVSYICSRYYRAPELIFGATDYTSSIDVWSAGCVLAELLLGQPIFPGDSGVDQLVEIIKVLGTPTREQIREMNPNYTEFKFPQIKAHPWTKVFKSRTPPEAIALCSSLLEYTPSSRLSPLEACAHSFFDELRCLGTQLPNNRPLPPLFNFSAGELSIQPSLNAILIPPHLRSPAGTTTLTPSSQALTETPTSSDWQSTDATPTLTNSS
# An asterisk follows results filed as active; x = no result given; & = joins results of further samples. A portion of the library; count on the stated rates, not on these rows.
Dyrk1A ADPGlo | GSK3 alpha inh | compound
x | -3 | CCCCCCCCO
-15 | x | CC1=C(C(=O)O)N2C(=O)[C@@H](NC(=O)[C@H](N)c3ccc(O)cc3)[C@H]2SC1
6 | x | C=C1c2cccc(O)c2C(=O)C2C(=O)[C@]3(O)C(=O)C(C(N)=O)C(=O)[C@@H](N(C)C)[C@@H]3[C@@H](O)[C@H]12 (stereo not given in full)
5 | -2 | CC(=O)N1C[C@H](O)C[C@H]1C(=O)O
12 | 6 | COc1c(O)cc2c(c1O)C1OC(CO)C(O)C(O)C1OC2=O (stereo not given)
-1 | -5 | CCC[C@H](N[C@@H](C)C(=O)N1[C@H](C(=O)O)C[C@@H]2CCCC[C@@H]21)C(=O)OCC
-9 | -2 | CC(C)(CO)[C@@H](O)C(=O)NCCC(=O)O
11 | -2 | CC(C)=CC(=O)O[C@@H]1Cc2cc3ccc(=O)oc3cc2OC1(C)C
-7&1 | -3&-3 | Cc1onc(-c2ccccc2Cl)c1C(=O)N[C@@H]1C(=O)N2[C@@H]1SC(C)(C)[C@@H]2C(=O)O
6 | 0 | O=C(O)[C@@H]1[C@H]2C[C@H]3c4[nH]c5ccccc5c4CCN3C[C@@H]2CC[C@@H]1O

# Some of the entries so far, as labelled records:
CCC[C@H](N[C@@H](C)C(=O)N1[C@H](C(=O)O)C[C@@H]2CCCC[C@@H]21)C(=O)OCC
  Dyrk1A ADPGlo = -1	GSK3 alpha inh = -5
CC(C)(CO)[C@@H](O)C(=O)NCCC(=O)O
  Dyrk1A ADPGlo = -9	GSK3 alpha inh = -2
CC(C)=CC(=O)O[C@@H]1Cc2cc3ccc(=O)oc3cc2OC1(C)C
  Dyrk1A ADPGlo = 11	GSK3 alpha inh = -2
Cc1onc(-c2ccccc2Cl)c1C(=O)N[C@@H]1C(=O)N2[C@@H]1SC(C)(C)[C@@H]2C(=O)O
  Dyrk1A ADPGlo = -7&1	GSK3 alpha inh = -3&-3
